# Sm TGR inh – qHTS Assay for the Inhibitors of Schistosoma Mansoni Peroxiredoxins; AID 485364, 2010; Potency, µM (doses to about 114 µM), inactives show at the top dose activity change, negative = inhibition, most hits filed as inhibitors; actives 3% (n = 360,000); Schistosoma mansoni thioredoxin glutathione reductase (TGR), Q962Y6; purified TGR, DTNB reduction, TNB absorbance 405 nm; further: nearly all actives have a fitted effect of over 60% in size
#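 Kinetic colorimetric format: TGR-catalysed, NADPH-driven DTNB reduction monitored via TNB absorbance. Enzyme dispensed at 20 nM; compound exposure 15 min at room temperature before reaction start.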
# HCV inhibitor – qHTS Assay for Inhibitors of Hepatitis C Virus (HCV). Huh7.5.1 HCVcc-Cre infection, luciferase reporter, 44 h. Potency, µM (top dose mostly 41.8 µM), inactives show at the top dose activity change, negative = inhibition, usual class: inhibitors. actives 3.4% (n = 340,000). AID 651820, 2012
#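 Whole-lifecycle infectious HCVcc-Cre system; cells 1,000/well, compound then virus (~0.5 moi) added 4 h after plating, 44 h culture. Luciferase read 15 sec following 15 min substrate incubation, room temp.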
# TbPYK inhibitor – qHTS of Trypanosoma Brucei Inhibitors | AID 624173, 2012 | actives 0.12% (n = 410,000) | TbPYK enzyme, Kinase-Glo Plus ATP luminescence, 45 min | Potency, µM (top dose mostly 76.8 µM), without a hit: at the top dose activity, negative = inhibition, most hits filed as inhibitors; further: nearly all actives have a fitted effect of over 50% in size
#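 Luminescent Kinase-Glo Plus end-point after 45 min room-temperature reaction of T. brucei pyruvate kinase started with 130 uM ADP (final). Buffer TEA 50 mM pH 7.2 with KCl, MgCl2, BSA, Tween-20; titration-based qHTS with fitted concentration-effect curves.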
# Pf growth 96h – Primary qHTS for delayed death inhibitors of the malarial parasite plastid, 96 hour incubation; P. falciparum luciferase reporter growth, 96 h; Potency, µM (series often up to 28.7 µM), without a hit: at the highest dose activity change, negative = inhibition, hits mostly inhibitors; actives 6.9% (n = 320,000); AID 504834, 2011
#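 Luminescence readout: decreased luciferase signal marks inhibited growth of reporter-expressing P. falciparum in infected red cells (2% hematocrit, 0.05% parasitemia final), exposed to compound two generations (96 h, 37 C, 5% CO2).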
# Pf growth 48h – Primary qHTS for delayed death inhibitors of the malarial parasite plastid, 48 hour incubation; P. falciparum luciferase growth in erythrocytes, 48 h; Potency, µM (top dose mostly 28.7 µM), without a hit: top-dose activity change, negative = inhibition, usual class: inhibitors; actives 5.9% (n = 310,000)
#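 Luminescence readout; reporter = integrated firefly luciferase in P. falciparum. RBC culture at 2% hematocrit, 0.1% parasitemia final, 37 C/5% CO2; decreased signal taken as growth inhibition.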
# LmPK inh – qHTS Assay for Inhibitors of Leishmania Mexicana Pyruvate Kinase (LmPK). Q27686. purified LmPK, Kinase-Glo ATP luminescence, 1 h. Potency, µM (top dose mostly 57.5 µM), inactives show at the top dose activity change, negative = inhibition, actives largely listed as inhibitors. actives 0.37% (n = 290,000)
# Target sequence (Q27686 whole entry, looked up): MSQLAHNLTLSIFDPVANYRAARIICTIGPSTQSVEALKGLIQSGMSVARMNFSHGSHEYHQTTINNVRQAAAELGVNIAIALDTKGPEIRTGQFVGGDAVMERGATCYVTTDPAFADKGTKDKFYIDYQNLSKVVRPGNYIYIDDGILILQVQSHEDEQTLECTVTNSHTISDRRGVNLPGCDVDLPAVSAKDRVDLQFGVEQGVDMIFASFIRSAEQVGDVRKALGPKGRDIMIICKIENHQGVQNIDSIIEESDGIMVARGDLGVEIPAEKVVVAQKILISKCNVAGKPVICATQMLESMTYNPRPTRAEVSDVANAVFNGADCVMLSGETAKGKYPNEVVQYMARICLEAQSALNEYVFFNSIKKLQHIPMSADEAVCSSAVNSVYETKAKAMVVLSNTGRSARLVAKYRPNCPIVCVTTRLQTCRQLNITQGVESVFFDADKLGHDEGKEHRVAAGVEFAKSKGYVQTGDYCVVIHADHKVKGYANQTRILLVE
#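 qHTS format; LmPK 0.1 nM; substrates PEP 0.5 mM and ADP 0.1 mM. One-hour room-temperature incubation, then coupled luciferase luminescence; 0.5 nM enzyme wells mark activation.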
# * hit, by the source's call; ? = inconclusive; . = not tested or not shown; & = joins results of further samples; [ ] = another dose, or the depositor's remark. The call rests on the fitted dose curve; in most records, active means well fitted curve in the direction sought with a large enough effect; inconclusive means small, poorly fitted or top-dose-only effect, or another doubt; inactive means no such curve, though single readings can be large; an effect the other way counts as inactive or inconclusive. On the % scale 0 is the no-effect control and ±100 the full control effect; potency means the concentration at half of the fitted maximal effect.
# The line under a structure holds: Sm TGR inh | LmPK inh | TbPYK inhibitor | HCV inhibitor | Pf growth 96h | Pf growth 48h
CCOC(=O)N1CCN(C(=O)c2ccc(N(Cc3ccc(C)cc3)S(C)(=O)=O)cc2)CC1
    3% | 5% | 4% | 4% | . | -1%
CC(=O)c1cccc(NC(=O)CCN2C(=O)C3C4CCC(C4)C3C2=O)c1 (configuration not stated)
    3% | -7% | 1% | 18% | ? | 19%
O=C(NCCOC(=O)c1ccc(Cl)cc1)c1cccnc1
    -24% | -16% | 5% | 14% | 10% | .
O=C1N/C(=C/c2cccn2-c2ccccc2)C(=O)N1c1cccc(Cl)c1
    -11% | 1% | 4% | 0% | 123%[activator] | 64%[activator]
O=c1cc(CSc2ccccc2)nc(-c2ccccc2)[nH]1
    1% | 3% | -3% | -3% | 32%[activator] | 62%[activator]
CC(C)(C)c1ccc(NC(=O)COC(=O)c2ccc(NS(=O)(=O)c3ccc(F)c(F)c3)cc2)cc1
    6% | 1% | -16% | 0% | 32%[activator] | 10%
COc1ccc(NC(=O)CN(C)C(=O)c2csc3c2CCCC3)cc1
    -1% | . | -8% | -10% | 23% | -1%
Cc1nnc(SCC(=O)N2c3ccccc3CC2C)s1 (configuration not stated)
    16% | -4% | -9% | 13% | . | -11%
COc1ccc(OC)c(CCNC(=O)CS(=O)(=O)Cc2nc(-c3ccc(C)cc3)oc2C)c1
    -9% | 5% | 0% | 3.5µM* | 53%[activator] | 9%
CCOc1ccccc1CNS(=O)(=O)c1csc(C(N)=O)c1
    0%&1% | -1% | 4%&-3% | ? | -2% | ?
CC1=NN(c2ccccc2)C(=O)/C1=C\C=C1\N(C)c2ccccc2C1(C)C
    -6% | -7% | -4% | ? | 14% | ?
Cc1cccc(C(=O)N(NC(=O)Oc2ccccc2)C(C)(C)C)c1
    -7% | 0% | 9% | 0% | ? | -17%
COc1ccc(CC(=O)NC(=S)NNC(=O)COc2c(C)cccc2C)cc1
    -2% | 5% | ? | 10% | 6% | 2%
O=C(NCc1ccccc1)c1ccc(F)c(S(=O)(=O)N2CCOCC2)c1
    0% | -4% | 2% | -2% | 40%[activator] | ?
CCOC(=O)C1CCCN(c2c(NCCC(C)C)c(=O)c2=O)C1 (configuration not stated)
    11% | 2% | 1% | -3% | -6% | -7%
CC(C)N(Cc1nc(-c2ccccc2)no1)C(=O)CCCN1C(=O)c2ccccc2C1=O
    -5% | -7% | 1% | -20%&-16% | 14% | -8%
O=C(CCN1CCCCC1)Nc1ccccc1
    0% | -4% | 2% | -3% | ? | 11%
O=C(NCC#CCSc1nnc(-c2cccc3ccccc23)o1)c1cccs1
    22µM* | . | . | . | -16% | ?
Cc1c(CC(=O)O)c(=O)oc2c(C)c3occ(-c4ccc(Br)cc4)c3cc12
    6% | 3% | 8% | 13% | ? | ?
Cc1ccc(-n2c(O)c(/C=C/C=Nc3ccccc3)c(=O)[nH]c2=O)cc1
    1% | 4% | -18% | 41%[activator] | 8% | ?
C/C(CC(=O)Nc1c(C)cc(C)cc1C)=N\NC(=O)OC(C)(C)C
    2% | 1% | -7% | 5% | ? | -15%
CCOC(=O)c1c(C)[nH]c(C)c1C(=O)CSc1nc2ccccc2n1CCOC
    0% | -1% | -12% | 8% | ? | -17%
CC1CCCCN1Cc1ccc(Cl)nc1 (configuration not stated)
    -14% | -1% | -21% | 22% | 0% | 11%
O=C(CNCc1cccc2ccccc12)Nc1ccccc1[N+](=O)[O-]
    1% | 0% | -1% | 1% | 0% | ?
Cc1cc(=O)oc2cc(OCC(=O)N3CC[C@@]4(O)CCCC[C@H]4C3)ccc12
    5% | 0% | 3% | 6% | -50% | 39%[activator]
Cc1ccc(CNC(=O)C2CCN(c3nn4c(=O)cc(C)nc4s3)CC2)cc1
    -11% | 7% | 0% | 13% | -23% | 16%
COCCNC(=O)CN1C(=O)NC2(CCCc3ccccc32)C1=O (configuration not stated)
    -15% | -4% | 5% | 27% | 18% | 5%
CN1CCN(S(=O)(=O)c2ccc(NC(=O)COc3ccccc3)cc2)CC1
    2% | 0% | 5% | 24% | ? | ?
O=C(CNC(=S)N(CCCN1CCOCC1)Cc1cccs1)NCCCN1CCOCC1
    -15% | 1% | 6% | 3% | ? | 8%
CCCc1[nH]nc2c1C(CCc1ccccc1)C(C#N)=C(N)O2 (configuration not stated)
    -30% | 3% | -9% | 0% | 3% | ?
CCN(CC)S(=O)(=O)c1cc(OC)ccc1N=Nc1ccc(O)c2ncccc12
    -1% | -9% | -14% | 5µM* | 39%[activator] | ?
COCC1CCN(c2nc3nonc3nc2N2CCSCC2)C1 (configuration not stated)
    -5% | 0% | 2% | 1% | 36%[activator] | 4%
COc1cc(/C=N/N2C(=O)CSC2=S)ccc1O
    5.6µM* | -2% | -5% | 13% | 25% | .
Cn1c(=O)n(C)c2cc([N+](=O)[O-])c(N3CCN(C(=O)c4ccccc4Br)CC3)cc21
    . | -1% | 2% | 13µM* | 9% | -16%
CS(=O)(=O)NCc1nnc(SCc2ccccc2C(F)(F)F)o1
    -2% | -2% | 0% | ? | -5% | ?
CN(CC(=O)Nc1ccc(N2CCOCC2)cc1)CC(=O)Nc1ccc(Cl)cc1[N+](=O)[O-]
    -9% | 3% | 2% | -7% | 30% | -8%
O=C(Nc1cc(Cl)ccc1N1CCOCC1)c1ccc(Br)o1
    -18% | -23% | -5% | 5% | -2% | 184%[activator]
Cc1cc(C)cc(CC2CC(=O)N(c3ccc4c(c3)OCCO4)C2=O)c1 (configuration not stated)
    -7% | -7% | 0% | -2% | 32%[activator] | -2%
CC(=O)Nc1ccc(/C=C2/Sc3ccccc3C2=O)cc1
    -7%[57.1 µM] | -8% | -15% | 6% | 26% | 6%
CCOc1ccc(NC(=O)COc2ccc(C(=O)NCc3cccc(OC)c3)cc2OC)cc1
    -2% | . | 1% | 10% | 20% | ?
C=CCNC(=O)NC(=O)COC(=O)/C(C#N)=C/c1ccc(OC)cc1
    0% | 4% | 3% | 21% | 0% | 1%
O=C(C(Cc1ccccc1)n1cccc1)N1CCN(Cc2ccccc2)CC1 (configuration not stated)
    -22% | 4% | -9% | -6% | 0% | .
Cc1ccc(CSCCNC(=O)CN(c2cccc([N+](=O)[O-])c2)S(C)(=O)=O)cc1
    . | 5% | 5% | -20% | 7% | ?
O=C(CSCc1ccc(Cl)cc1)Nc1ccccc1C(=O)N1CCOCC1
    -6% | 2% | -7% | 1% | 23% | 7%
CCCCC(=O)Nc1cccc(NC(=O)c2ccccc2Br)c1
    5% | 3% | 5% | ? | 6% | -1%

# At a glance, two of the compounds above.
# The line under a structure holds: Sm TGR inh | LmPK inh | TbPYK inhibitor | HCV inhibitor | Pf growth 96h | Pf growth 48h
CS(=O)(=O)NCc1nnc(SCc2ccccc2C(F)(F)F)o1
    -2% | -2% | 0% | ? | -5% | ?
CN(CC(=O)Nc1ccc(N2CCOCC2)cc1)CC(=O)Nc1ccc(Cl)cc1[N+](=O)[O-]
    -9% | 3% | 2% | -7% | 30% | -8%

# (further entries)
# The line under a structure holds: Sm TGR inh | LmPK inh | TbPYK inhibitor | HCV inhibitor | Pf growth 96h | Pf growth 48h
O=C(NCCCCNC(=O)c1ccco1)c1ccco1
    -9% | -5% | -3% | -6% | -24% | -3%
CC(C)OC(=O)C1C2C=CC3(CN(Cc4cccs4)C(=O)C13)O2 (configuration not stated)
    -21% | 0% | -2% | 3% | ? | 8%
C=CCNC(=S)Nc1sc2c(c1C(=O)OCC)CCN(C(=O)OCC)C2
    -17% | -2% | -15% | 6% | ? | 13µM*
CC(=O)N1c2ccc(S(=O)(=O)NCC3CCC(C(=O)N4CCCCC4)CC3)cc2CC1C (configuration not stated)
    3% | -2% | -9% | -16% | 2% | -14%
Cc1ccc(C)c(OCC(=O)OCC(=O)Nc2c(C)nn(-c3ccccc3)c2C)c1
    5% | . | -5% | 3% | 15% | 4%
CC(=O)Nc1sc(C)c(C)c1C(=O)OCC(=O)N(C)c1c(N)n(Cc2ccccc2)c(=O)[nH]c1=O
    -4% | . | -4% | 16% | 13% | ?
Cc1ccc(C)c(C(=O)NCCN(C)C)c1
    4% | 0% | 0% | 1% | . | 11%
Cc1ccc(-n2ncc3c2CCCC3NC(=O)CCc2cnn(C)c2)cc1C (configuration not stated)
    4% | -4% | 3% | -3% | ? | 5%
O=C(CCn1nc(-c2ccc(Cl)cc2)ccc1=O)N1CCN(c2ccccn2)CC1
    -14% | -2% | 2% | ? | 103%[activator] | ?
CS(=O)(=O)N(CC(=O)N1CCN(c2ccc(F)cc2)CC1)c1cccc(Cl)c1
    4% | 8% | -4% | 20% | . | .
O=C(Cn1cnc2ccccc21)OCC(=O)N1CCCc2ccccc21
    -1% | -3% | -2% | -1% | 5%[5.75 µM] | -7%
COc1ccc2c(c1)SC1=NCCS(=O)(=O)N12
    1% | 6% | -22% | 9% | . | 13%
CC(C)CNC1CCS(=O)(=O)C1 (configuration not stated)
    7% | 2% | 1% | -16% | 96%[activator] | 22%
CC(NC(=O)CSc1nc2sc3c(c2c(=O)n1-c1ccccc1)CCCC3)c1ccccc1 (configuration not stated)
    -17% | 1% | -11% | 1% | -25% | 12µM*
CC1(C)CC(=O)c2sc(NC(=O)C(C)(C)C)nc2C1
    4% | 3% | -7% | 6% | 34%[activator] | 95%[activator]

# Part of the list above, set out differently.
Molecule	Sm TGR inh	LmPK inh	TbPYK inhibitor	HCV inhibitor	Pf growth 96h	Pf growth 48h
O=C(CCn1nc(-c2ccc(Cl)cc2)ccc1=O)N1CCN(c2ccccn2)CC1	-14%	-2%	2%	?	103%[activator]	?
CS(=O)(=O)N(CC(=O)N1CCN(c2ccc(F)cc2)CC1)c1cccc(Cl)c1	4%	8%	-4%	20%	.	.
O=C(Cn1cnc2ccccc21)OCC(=O)N1CCCc2ccccc21	-1%	-3%	-2%	-1%	5%[5.75 µM]	-7%
COc1ccc2c(c1)SC1=NCCS(=O)(=O)N12	1%	6%	-22%	9%	.	13%
CC(C)CNC1CCS(=O)(=O)C1 (configuration not stated)	7%	2%	1%	-16%	96%[activator]	22%
CC(NC(=O)CSc1nc2sc3c(c2c(=O)n1-c1ccccc1)CCCC3)c1ccccc1 (configuration not stated)	-17%	1%	-11%	1%	-25%	12µM*
CC1(C)CC(=O)c2sc(NC(=O)C(C)(C)C)nc2C1	4%	3%	-7%	6%	34%[activator]	95%[activator]

# Further compounds
# The line under a structure holds: Sm TGR inh | LmPK inh | TbPYK inhibitor | HCV inhibitor | Pf growth 96h | Pf growth 48h
CCCN1CCC(=O)N([C@H](CN=[N+]=[N-])Cc2ccccc2)CC1
    -24% | -5% | 1% | -1% | ? | 5%
CCCCCNc1nc(N2CCCC2)c2c(c1C#N)CCN(C)C2
    3% | 1% | -13% | ? | 0% | 4.1µM*
O=C(NCCCN1CCOCC1)c1ccco1
    8% | 8% | -1% | 12% | 68%[activator] | 9%
O=C(CCN1CCOCC1)NCC1COc2ccccc2O1 (configuration not stated)
    -3% | 1% | 3% | 26% | ? | 5%
